POLK inh: inhibitors of human DNA polymerase kappa | Q9UBT6 | purified Pol kappa, fluorescent DNA synthesis assay, 10 min | Potency, µM (series often up to 107 µM), inactives show at the highest dose activity, negative = inhibition, hits mostly inhibitors | 400,000 tested, 0.53% active
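Enzyme at 10 nM met test compounds for 15 min at room temperature. Substrate addition (50 nM final) began the reaction, which was monitored by fluorescence at 0 and 10 min.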
APEX1 inh: inhibitors of human APE1 endonuclease; AID 2517; recombinant APE1, TAMRA/BHQ-2 abasic DNA cleavage fluorescence; Potency, µM (titrated, usually from 65.8 µM), without a hit: top-dose activity change, negative = inhibition, most hits filed as inhibitors; 350,000 tested, 0.35% active; P27695;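 note: plate controls were vehicle for no effect and reference inhibitor for full effect; nearly all actives have a fitted effect of over 55% in size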
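Measures dequenching upon AP-site incision of a 5'-TAMRA/3'-BHQ-2 THF-containing duplex, 50 nM; human APE1 0.75 nM after 15 min room-temperature exposure to compound; kinetic three-point read at one-minute spacing.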
BLM helicase inh: inhibitors of human Bloom syndrome helicase BLM. P54132. recombinant BLM DNA unwinding, fluorescence dequenching. Potency, µM (top dose mostly 56.1 µM), for inactives: at the top dose activity change, negative = inhibition, hits mostly inhibitors. 350,000 tested, 0.2% active;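 note: plate controls were vehicle for no effect and no enzyme for full effect; nearly all actives have a fitted effect of over 35% in size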
Target sequence (P54132 whole entry, looked up): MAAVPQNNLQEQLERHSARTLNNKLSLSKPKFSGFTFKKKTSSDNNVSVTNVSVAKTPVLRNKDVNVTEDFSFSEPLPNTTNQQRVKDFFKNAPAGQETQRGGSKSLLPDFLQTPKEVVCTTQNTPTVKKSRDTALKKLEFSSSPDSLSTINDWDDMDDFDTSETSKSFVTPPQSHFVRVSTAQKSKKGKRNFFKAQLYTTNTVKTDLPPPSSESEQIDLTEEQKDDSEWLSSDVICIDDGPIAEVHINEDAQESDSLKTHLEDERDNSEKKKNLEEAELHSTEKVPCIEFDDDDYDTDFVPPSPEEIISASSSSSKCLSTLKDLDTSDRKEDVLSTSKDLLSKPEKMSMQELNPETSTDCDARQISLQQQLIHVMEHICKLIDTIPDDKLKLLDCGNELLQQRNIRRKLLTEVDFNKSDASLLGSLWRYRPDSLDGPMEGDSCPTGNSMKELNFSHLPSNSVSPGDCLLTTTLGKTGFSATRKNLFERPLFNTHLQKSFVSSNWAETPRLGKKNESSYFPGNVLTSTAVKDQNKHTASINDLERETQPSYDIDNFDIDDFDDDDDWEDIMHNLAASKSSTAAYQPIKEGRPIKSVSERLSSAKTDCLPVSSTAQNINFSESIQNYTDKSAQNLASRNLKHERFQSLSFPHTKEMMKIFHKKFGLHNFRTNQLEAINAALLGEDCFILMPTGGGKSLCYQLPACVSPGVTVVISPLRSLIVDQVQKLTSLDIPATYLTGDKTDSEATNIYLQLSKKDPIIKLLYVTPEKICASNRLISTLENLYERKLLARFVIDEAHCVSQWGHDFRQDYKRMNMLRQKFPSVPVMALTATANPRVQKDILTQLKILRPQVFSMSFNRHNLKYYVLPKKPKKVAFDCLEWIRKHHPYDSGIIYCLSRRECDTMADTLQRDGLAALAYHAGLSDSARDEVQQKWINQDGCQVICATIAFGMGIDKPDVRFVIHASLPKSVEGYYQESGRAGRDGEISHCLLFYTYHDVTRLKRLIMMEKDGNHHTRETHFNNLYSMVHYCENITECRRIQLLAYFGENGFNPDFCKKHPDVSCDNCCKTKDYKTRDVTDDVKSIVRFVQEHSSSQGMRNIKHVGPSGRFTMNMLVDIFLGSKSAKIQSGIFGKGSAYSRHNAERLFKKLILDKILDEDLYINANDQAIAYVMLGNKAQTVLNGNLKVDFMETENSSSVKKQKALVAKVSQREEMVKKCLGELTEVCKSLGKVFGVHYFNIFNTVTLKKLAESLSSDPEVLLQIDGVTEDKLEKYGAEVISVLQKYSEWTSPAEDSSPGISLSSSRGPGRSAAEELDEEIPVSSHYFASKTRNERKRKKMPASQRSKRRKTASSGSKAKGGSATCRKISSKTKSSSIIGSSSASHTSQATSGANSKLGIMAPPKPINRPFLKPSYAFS
The depositor's hits bear a star; ? = inconclusive; & = joins results of further samples; [ ] = another dose, or the depositor's remark. Calls come from the whole dose curve; as a rule, active = well fitted curve in the direction sought with a large enough effect; inconclusive = small, poorly fitted or top-dose-only effect, or another doubt; inactive = no such curve, though single readings can be large; an effect the other way counts as inactive or inconclusive. Unless noted, % is set by controls: 0 for no effect and ±100 for the full control effect; potency is the fitted concentration of half-maximal effect. A portion of the library; the hit share may differ from the screen's.

POLK inh	APEX1 inh	BLM helicase inh	SMILES
-13.6%[60.1 µM]	2.1%	2.8%	Cc1noc(C)c1C(=O)N1CCC2(CCCN(C(=O)Nc3cccc(F)c3)C2)CC1
-10.5%[19.4 µM]	?	1.4%	C[C@](N)(C(=O)O)c1ccc(-c2nn[nH]n2)cc1
-8.8%[12 µM]	10.0%[21 µM]	3.2%[21.4 µM]	O=C1OCCN1/N=C\c1ccc([N+](=O)[O-])o1
-6.0%[60.1 µM]	?	-3.0%	COc1cccc(-c2ccc3ncnc(NCCc4c[nH]c5ccc(OC)cc45)c3c2)c1
-7.2%[60.1 µM]	2.7%	4.8%	CC(=O)N1CCC2(CC1)CCN(C(c1ccccc1)c1ccccc1)CC2
-0.4%[60.1 µM]	-2.0%	-2.0%	CN1CCN(c2ncc3nc(-c4cc(F)cc(F)c4)c(=O)n(Cc4cccs4)c3n2)CC1
-1.0%[60.1 µM]	-2.1%	-3.7%	COc1ccc(-c2nc3cnc(N4CCNCC4)nc3n(C3CC3)c2=O)cc1
-15.6%[60.1 µM]	-1.7%&-0.9%	1.5%	Cc1ccccc1
4.7%[60.1 µM]	3.1%	-5.3%	COCCn1c(=O)c(-c2ccccc2)nc2cnc(N3CCNCC3)nc21
-15.9%[60.1 µM]	-3.3%	-2.4%	Cc1noc(C)c1-c1cncnc1Nc1ccccc1
-1.1%[60.1 µM]	-11.3%	-1.8%	CC(=O)NCCNc1cc(-c2ccccc2CN(C)C)ncn1
8.6%[60.1 µM]	4.5%	-0.8%	CC(C)CN1CCCC2(CCN(C(=O)c3cnccn3)CC2)C1
2.0%[60.1 µM]	2.0%	1.5%	COc1ncc2nc(CCc3ccccc3)c(=O)n(C3CC3)c2n1
-0.4%[60.1 µM]	-2.0%	-0.1%	Cc1noc(C)c1-c1nc(NC2CC2)c2ccccc2n1
-2.8%[60.1 µM]	17.9%	6.3%	COCCn1c(=O)c(C)nc2cnc(OCc3ccccc3)nc21
5.6%[60.1 µM]	10.1%	0.1%	CN1CCN(c2ncc3nc(-c4ccc(F)cc4)c(=O)n(Cc4cccs4)c3n2)CC1
-2.3%[60.1 µM]	7.8%	1.3%	CCCn1c(=O)c(C)cn2nc(N)nc12
-1.1%[60.1 µM]	16.8%	5.1%	O=C(c1cnccn1)N1CCC2(CC1)CN(Cc1nccs1)C2
-7.5%[19.4 µM]	1.0%	0.3%	O[C@H](CCCN1CCN(c2ncc(F)cn2)CC1)c1ccc(F)cc1
-10.8%[19.4 µM]	-5.8%	-10.8%	CC1CC2(C)Oc3ccccc3C3OCC1(COC(=O)Nc1ccccc1)C(C)C32 (centres undefined)
?	?	-3.2%	COc1ccc(OC)c2c(=S)c3ccccc3[nH]c12
3.6%[60.1 µM]	-3.2%	-0.8%	Cc1noc(C)c1-c1ccc2ncnc(N3CCOCC3)c2c1
3.4%[60.1 µM]	3.3%	-8.4%	CCNc1ncc2nc(CCc3ccccc3)c(=O)n(C3CC3)c2n1
-4.8%[60.1 µM]	0.8%	3.8%	CC(=O)N1CCC2(CC1)CN(c1ccncc1)C2
-4.5%[60.1 µM]	2.1%	3.2%	O=c1c(-c2ccccc2)nc2cncnc2n1C1CC1
-4.3%[60.1 µM]	4.0%	3.8%	[O-][N+](=Nc1ccccc1)c1ccccc1
2.4%[60.1 µM]	15.2%	4.3%	COc1cccc(-c2ccc3ncnc(NCc4cnc(C)cn4)c3c2)c1
1.2%[60.1 µM]	-0.3%	1.8%	COc1ccc(C(=O)N2CCC3(CC2)CN(C(=O)NC(C)C)C3)cc1
-10.5%[19.4 µM]	1.9%	-15.6%	CCCCCCCCCCCCC/C=C\[C@@H](O)[C@H](CO)NC(C)=O
-3.2%[60.1 µM]	15.7%	-0.3%	Cc1nc2cnc(Oc3ccccc3)nc2n(CCc2ccccc2)c1=O
1.0%[60.1 µM]	2.8%	-1.4%	COc1cccc(Nc2ncc3nc(C)c(=O)n(CCc4ccccc4)c3n2)c1
-0.9%[60.1 µM]	0.7%	0.9%	N#Cc1cccc(-c2cncnc2NCc2ccccc2)c1
0.3%[60.1 µM]	25.4%	-11.1%	COc1ccc(C(=O)N2CCC3(CCCN(c4ccncc4)C3)CC2)cc1
-0.9%[60.1 µM]	13.0%	-6.5%	O=S(=O)(c1ccccc1)N1CCC2(CC1)CN(c1ccccc1)C2
-2.9%[60.1 µM]	4.7%	-11.7%	CO
5.6%[60.1 µM]	0.4%	57.2%[activator]	c1nc(NC2CCNCC2)c2cc(-c3ccoc3)ccc2n1
6.0%[60.1 µM]	-7.7%	-3.1%	CN(C)C(=O)c1ccc(-c2ccc3ncnc(NCCN4CCOCC4)c3c2)cc1
-5.6%[60.1 µM]	-1.9%	1.9%	O=C(c1ccncc1)N1CCC2(CCCN(c3ccccc3)C2)CC1
-12.8%[19.4 µM]	0.6%	-12.5%	O=S(=O)(NCCCCCCc1ccccc1)c1cccc2c(Cl)cccc12
-8.7%[60.1 µM]	?	-11.0%	COCCNc1ncnc2ccc(-c3ccoc3)cc12
-13.6%[19.4 µM]	-4.4%	-10.5%	CS(=O)(=O)c1ccc(-c2cc(Br)sc2-c2ccc(F)cc2)cc1
-3.8%[60.1 µM]	-0.1%	-9.2%	COCCn1c(=O)c(-c2ccc(F)cc2)nc2cnc(Oc3ccccc3)nc21
-8.2%[60.1 µM]	17.3%	-2.3%	O=c1c(-c2ccc(Cl)cc2)nc2cncnc2n1Cc1ccccc1Cl
-1.0%[60.1 µM]	-2.1%	-8.3%	Fc1ccc(Nc2ccnc(-c3ccccc3C(F)(F)F)n2)cc1
-7.9%[60.1 µM]	0.0%	-2.8%	Cn1cccc1C(=O)N1CCC2(CC1)CN(c1cccc(-c3ccccc3)c1)C2
-17.3%[60.1 µM]	13.3%	-4.3%	Cc1cccc(CNc2ccnc(-c3cccc(C#N)c3)n2)c1
1.0%[60.1 µM]	21.5%	4.2%	O=C(c1cnccn1)N1CCC[C@@]2(CCN(Cc3ccncc3)C2)C1
-0.6%[60.1 µM]	-1.1%	-3.7%	N#CCCn1c(=O)c(-c2ccccc2)nc2cnc(Nc3ccccc3)nc21
-9.8%[60.1 µM]	-0.8%	0.6%	Cn1c(=O)c(-c2ccc(F)cc2)nc2cnc(Oc3ccccc3)nc21
-17.0%[60.1 µM]	-0.9%	-2.6%	COc1ncc2nc(-c3cn(C)c4ccccc34)c(=O)n(CCC#N)c2n1
-6.6%[60.1 µM]	15.7%	-7.1%	CN(Cc1ccco1)c1nc(-c2ccc3c(c2)OCO3)nc2ccccc12
-2.1%[60.1 µM]	-0.5%	3.4%	Cn1cc(-c2nc3cnc(N4CCNCC4)nc3n(-c3ccccc3)c2=O)c2ccccc21
-1.1%[60.1 µM]	-3.9%	-7.9%	CNc1cc(-c2ccccc2CN(C)C)ncn1
-2.0%[60.1 µM]	-1.8%	1.8%	CCNc1ncc2nc(-c3cn(C)c4ccccc34)c(=O)n(Cc3cccs3)c2n1
?	-4.9%	-7.8%	COc1cccc(-c2cncnc2N(C)Cc2ccco2)c1
-2.2%[60.1 µM]	2.3%	-1.0%	FC(F)(F)c1ccccc1-c1nc(NCc2cccnc2)c2ccccc2n1
?	-3.2%	-4.5%	O=C(c1cccc(F)c1)N1CCC2(CC1)CN(C(c1ccccc1)c1ccccc1)C2
10.3%[60.1 µM]	17.8%	-8.9%	COc1ccccc1CN1CC[C@@]2(CCCN(C(=O)c3cnccn3)C2)C1
0.6%[60.1 µM]	-1.9%	-1.2%	N#CCCn1c(=O)c(-c2ccc(F)cc2)nc2cnc(N3CCOCC3)nc21
-13.5%[19.4 µM]	?	0.5%	C[C@@](N)(C(=O)O)c1ccc(S(=O)(=O)O)cc1

Look-ups from the entries so far.
Entry of Fc1ccc(Nc2ccnc(-c3ccccc3C(F)(F)F)n2)cc1 under BLM helicase inh: -8.3%
Entry of c1nc(NC2CCNCC2)c2cc(-c3ccoc3)ccc2n1 under POLK inh: 5.6%[60.1 µM]
Entry of COc1ccc(C(=O)N2CCC3(CCCN(c4ccncc4)C3)CC2)cc1 under POLK inh: 0.3%[60.1 µM]

Reformatted: two of the compounds above
Values run as follows: POLK inh, APEX1 inh, BLM helicase inh
> CS(=O)(=O)c1ccc(-c2cc(Br)sc2-c2ccc(F)cc2)cc1
  -13.6%[19.4 µM], -4.4%, -10.5%
> CCNc1ncc2nc(-c3cn(C)c4ccccc34)c(=O)n(Cc3cccs3)c2n1
  -2.0%[60.1 µM], -1.8%, 1.8%

The list goes on.
POLK inh	APEX1 inh	BLM helicase inh	SMILES
0.891µM*	0.474µM*	-82.5%	Cc1cc(-c2ccc(N=Nc3c(S(=O)(=O)O)cc4cc(S(=O)(=O)O)cc(N)c4c3O)c(C)c2)ccc1N=Nc1c(S(=O)(=O)O)cc2cc(S(=O)(=O)O)cc(N)c2c1O
-8.4%[60.1 µM]	-5.7%	-8.7%	CN1CCN(c2ncc3nc(-c4cn(C)c5ccccc45)c(=O)n(-c4ccccc4)c3n2)CC1
-9.0%[60.1 µM]	1.0%	-0.2%	COc1ccc(C(=O)N2CCC3(CCCN(c4ccccn4)C3)CC2)cc1
3.4%[60.1 µM]	4.2%	2.9%	CC(C)NC(=O)N1CCC2(CC1)CCN(S(=O)(=O)c1ccccc1)CC2
-9.6%[60.1 µM]	0.2%	-0.4%	COc1cccc(Cn2c(=O)c(-c3ccc(F)cc3)nc3cnc(N4CCNCC4)nc32)c1
7.9%[60.1 µM]	19.9%	-2.4%	COc1ccc(Oc2ncc3ncc(=O)n(-c4ccc(OC)cc4)c3n2)cc1
-1.3%[60.1 µM]	?	1.5%	O=c1c(-c2cc(F)cc(F)c2)nc2cncnc2n1C1CC1
1.3%[60.1 µM]	1.9%	1.4%	COc1ccccc1CCn1c(=O)c(C)nc2cncnc21
-1.4%[60.1 µM]	3.1%	-4.9%	COCCn1c(=O)c(-c2cn(C)c3ccccc23)nc2cnc(Oc3ccc(OC)cc3)nc21
-4.3%[60.1 µM]	2.3%	-12.8%	COc1ccccc1CN1CC[C@@]2(CCCN(C(=O)c3c(C)noc3C)C2)C1
6.0%[60.1 µM]	-7.2%	44.5%[activator]	COCCNc1nc(-c2ccccc2OC)nc2ccccc12
-0.1%[60.1 µM]	3.0%	5.7%	O=C(c1ccco1)N1CCC2(CCCN(Cc3ccccc3)C2)CC1
-7.7%[60.1 µM]	-2.5%	-8.5%	O=C(c1csnn1)N1CCC2(CC1)CN(c1cccc(-c3ccccc3)c1)C2
4.6%[60.1 µM]	1.3%	1.6%	COc1ccccc1CN1CC2(CCN(C(=O)c3cnccn3)CC2)C1
-6.2%[60.1 µM]	-0.5%	4.2%	O=c1c(-c2ccc(F)cc2)nc2cncnc2n1Cc1ccccc1
-6.1%[60.1 µM]	?	-0.4%	CN(C)C(=O)c1ccc(-c2cncnc2-n2ccnc2)cc1
-3.5%[60.1 µM]	-4.4%	4.2%	COc1cccc(Cn2c(=O)c(-c3cn(C)c4ccccc34)nc3cnc(OC)nc32)c1
-1.8%[60.1 µM]	5.8%	5.2%	CC(C)CN1CCCC2(CCN(C(=O)c3csnn3)CC2)C1
-4.0%[60.1 µM]	2.1%	5.2%	COc1ccc(C(=O)N2CCC3(CCCN(C(=O)Nc4cccc(F)c4)C3)CC2)cc1
2.4%[60.1 µM]	-2.9%	-0.1%	O=c1cnc2cnc(Nc3ccccc3)nc2n1Cc1ccc(F)cc1
-7.5%[19.4 µM]	0.6%	-0.7%	N=C(C[C@@H](O)COc1ccccc1-c1ccccc1)N1CCCCC1
-2.6%[60.1 µM]	-5.2%	-1.3%	CCNc1ncc2nc(-c3cc(F)cc(F)c3)c(=O)n(C)c2n1
8.3%[60.1 µM]	17.2%	0.6%	COc1cccc(Cn2c(=O)c(-c3ccc(Cl)cc3)nc3cnc(N(C)C)nc32)c1
-9.5%[19.4 µM]	12.6%	4.9%	Cc1cc2ccc(=O)oc2cc1OC[C@@H](O)C(C)(C)O
-17.3%[60.1 µM]	?	1.4%	Cn1cc(-c2nc3cnc(N4CCNCC4)nc3n(C3CC3)c2=O)c2ccccc21
-9.7%[60.1 µM]	0.6%	-4.1%	N#Cc1cccc(NC(=O)N2CCC3(CC2)CCN(C(=O)c2cccc(F)c2)CC3)c1

One compound at a time, as listed above. Screens in order: POLK inh	APEX1 inh	BLM helicase inh
Profile of CN1CCN(c2ncc3nc(-c4cn(C)c5ccccc45)c(=O)n(-c4ccccc4)c3n2)CC1 → -8.4%[60.1 µM]	-5.7%	-8.7%
Profile of COc1ccc(Oc2ncc3ncc(=O)n(-c4ccc(OC)cc4)c3n2)cc1 → 7.9%[60.1 µM]	19.9%	-2.4%
Profile of COCCNc1nc(-c2ccccc2OC)nc2ccccc12 → 6.0%[60.1 µM]	-7.2%	44.5%[activator]
Profile of CC(C)CN1CCCC2(CCN(C(=O)c3csnn3)CC2)C1 → -1.8%[60.1 µM]	5.8%	5.2%
Profile of CC(C)NC(=O)N1CCC2(CC1)CCN(S(=O)(=O)c1ccccc1)CC2 → 3.4%[60.1 µM]	4.2%	2.9%
